TCR act = Activators of T cell receptors: qHTS campaign | primary human leukocytes, anti-CD3, IL-2 HTRF, 48 h | Potency, µM (top dose mostly 9.22 µM), for the others: at the top dose activation of IL-2 secretion, actives largely listed as activators | 330,000 tested, under 10 active; also: % of control where 0% means no effect
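Compounds are tested in HTS on primary human leukocytes co-incubated with a-CD3 beads for 48 hr. IL-2 output is measured by time-resolved FRET.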
USP2a inh = qHTS Assay for Inhibitors of Ubiquitin-specific Protease USP2a Using CHOP2 as the Reporter | Potency, µM (doses to about 38.3 µM), without a hit: at the highest dose activity change, negative = inhibition, most hits filed as inhibitors | 330,000 compounds, 0.01% hits | AID 463254, 2010 | Ubiquitin carboxyl-terminal hydrolase 2 (Homo sapiens), O75604 | USP2 core, Ub-CHOP2 coupled fluorogenic reporter, 485/531;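 also: potency is read from the fitted curve at half-maximal effect; plate controls were DMSO wells for no effect and full inhibition by NEM control for full effect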
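USP2 core (10nM final) preincubated 30min RT with compound in 20mM Tris-HCl pH 8.0, 2mM CaCl2, 2mM beta-mercaptoethanol, 0.05% CHAPS; 25nM Ub-CHOP2 plus 25nM reporter substrate added, fluorescence (Ex485/Em531) read after 60min.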
ELG1 repair inh = qHTS screen for small molecules that inhibit ELG1-dependent DNA repair in human embryonic kidney (HEK293T) cells expressing luciferase-tagged ELG1 | Potency, µM (titrated, usually from 46.1 µM), without a hit: at the highest dose activity change, negative = inhibition, actives largely listed as inhibitors | HEK293T ELG1-luciferase reporter, luminescence, 16 h; DNA damage induced by 5-fluorouridine | 330,000 compounds, 2.3% hits; also: potency is read from the fitted curve at half-maximal effect; % is scaled to controls: 0 for no effect and ±100 for the full control effect; nearly all actives have a fitted effect of over 55% in size
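In this reporter screen, reduction of luminescence relative to DMSO vehicle indicated activity. Compounds and 5-fluorouridine were added together to 2,000 cells per well, incubated for 16 hr at 37 °C, then developed with ONE-Glo.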
B2AR arrestin = qHTS assay of beta-arrestin-biased ligands of beta2-adrenergic receptor | Beta-2 adrenergic receptor (Homo sapiens), P07550 | beta-arrestin recruitment to beta2AR, cell-based reporter | Potency, µM (doses to about 46.1 µM), for inactives: at the top dose activation, most hits filed as activators | 330,000 compounds, 0.02% hits;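 also: potency is read from the fitted curve at half-maximal effect; 0% = DMSO controls and full agonism = EC100 isoproterenol or metaproterenol; nearly all actives have a fitted effect of over 65% in size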
Target sequence (P07550 whole entry, looked up): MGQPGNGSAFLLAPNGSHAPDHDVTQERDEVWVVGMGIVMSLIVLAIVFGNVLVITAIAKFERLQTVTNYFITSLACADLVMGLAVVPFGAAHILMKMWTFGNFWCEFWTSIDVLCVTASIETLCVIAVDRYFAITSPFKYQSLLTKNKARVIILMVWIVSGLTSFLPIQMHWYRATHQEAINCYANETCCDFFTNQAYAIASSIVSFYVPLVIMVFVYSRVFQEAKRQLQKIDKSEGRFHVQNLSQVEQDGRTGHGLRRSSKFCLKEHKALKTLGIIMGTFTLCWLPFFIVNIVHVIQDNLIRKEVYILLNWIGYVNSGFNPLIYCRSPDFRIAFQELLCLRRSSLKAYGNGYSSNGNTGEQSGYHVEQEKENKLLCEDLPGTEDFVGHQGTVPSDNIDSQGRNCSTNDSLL
uPA surface inh = qHTS for Inhibitors of Cell Surface uPA Generation | Potency, µM (series often up to 38.3 µM), inactives show at the highest dose activity change, negative = inhibition, usual class: inhibitors | cell surface uPA generation assay, qHTS | 330,000 compounds, 0.31% hits; active = well fitted inhibition curve with a large enough effect; inconclusive = small, poorly fitted or top-dose-only effect; inactive = no such curve, though single readings can be large or run the other way; tested in mouse RAW 264.7 cells; also: potency is read from the fitted curve at half-maximal effect; % is scaled to controls: 0 for no effect and ±100 for the full control effect; nearly all actives have a fitted effect of over 55% in size
PTAP TSG101 blk = qHTS Assay for Iinhibitors of HIV-1 Budding by Blocking the Interaction of PTAP/TSG101; 340,000 tested, under 10 active; AID 493005, 2010; Potency, µM (doses to about 115 µM), for the others: at the highest dose activity change, negative = inhibition, usual class: inhibitors; Fluorescence polarization, FITC-PTAP peptide / Tsg101 binding; Tumor susceptibility gene 101 protein (Homo sapiens), Q99816; active = well fitted inhibition curve with a large enough effect in the main read-out, with a control signal flat, not every such curve was filed as active; inconclusive = small, poorly fitted or top-dose-only effect, or effect the other way, or a change in a side signal; inactive = no such curve, though single readings can be large or run the other way; also: potency is read from the fitted curve at half-maximal effect; % of control where 0% means no effect
Target sequence (Q99816 whole entry, looked up): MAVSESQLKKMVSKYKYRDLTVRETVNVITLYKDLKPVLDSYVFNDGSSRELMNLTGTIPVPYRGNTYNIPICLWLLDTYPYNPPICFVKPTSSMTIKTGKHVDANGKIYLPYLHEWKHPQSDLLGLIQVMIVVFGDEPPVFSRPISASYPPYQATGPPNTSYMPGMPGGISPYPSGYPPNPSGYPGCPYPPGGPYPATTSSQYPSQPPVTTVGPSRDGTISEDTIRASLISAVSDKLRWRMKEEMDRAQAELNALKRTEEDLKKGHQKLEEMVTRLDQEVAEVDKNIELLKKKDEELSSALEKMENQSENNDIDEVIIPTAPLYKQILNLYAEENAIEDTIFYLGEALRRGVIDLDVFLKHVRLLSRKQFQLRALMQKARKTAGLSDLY
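Fluorescence polarization binding of Tsg101 binding domain (10 uM final) to FITC-labeled PTAP peptide (50 nM final) in HEPES pH 7.5 buffer with NaCl, Tween 20, EDTA, TCEP. Compounds added before peptide; binding 20 min at RT.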
Mito fusion yeast = qHTS Assay for Small Molecule Inhibitors of Mitochondrial Division or Activators of Mitochondrial Fusion. S. cerevisiae fusion-defective mutant growth rescue, CellTiterGlo 48 h. Potency, µM (titrated, usually from 46.1 µM), inactives show top-dose growth rescue (activation), usual class: activators. 320,000 compounds, 0.23% hits;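 also: potency is read from the fitted curve at half-maximal effect; % of control where 0% means no effect; nearly all actives have a fitted effect of over 45% in size; temperature-sensitive fusion mutants such as fzo1-1 at 37 °C on non-fermentable ethanol glycerol medium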
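S. cerevisiae fusion-defective temperature-sensitive mutants (e.g. fzo1-1, mgm1-5) grown 48 h at 37C in YPEG (ethanol/glycerol non-fermentable) medium with 23 nl compound per well; growth rescue read as CellTiterGlo luminescence.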
Tb PFK block = qHTS Assay to Find Inhibitors of T. brucei phosphofructokinase; 330,000 compounds, 0.17% hits; Potency, µM (top dose mostly 57.5 µM), for inactives: at the highest dose activity, negative = inhibition, actives largely listed as inhibitors; T. brucei PFK, ADP-Glo luminescence; ATP-dependent 6-phosphofructokinase (Trypanosoma brucei brucei), O15648;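 also: potency is read from the fitted curve at half-maximal effect; 0% = uninhibited 1x PFK enzyme wells and -100% = no-enzyme wells; nearly all actives have a fitted effect of over 60% in size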
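Compounds were pin-transferred as a titration series up to 57 uM into substrate buffer (0.5 mM F6P, 0.1 mM ATP, pH 8.0), then 1.25 nM PFK was added and reactions ran 45 min before ADP-Glo detection.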
TSHR antagonist = Antagonists of the Thyroid Stimulating Hormone Receptor: HTS campaign. Thyrotropin receptor (Homo sapiens), P16473. TSHR-expressing cells, TSH-stimulated cAMP HTRF, 2 h; stronger effect = lower value. activity change, negative = inhibition, % at 11.5 µM. 330,000 compounds, 0.2% hits. AID 504810, 2011;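 active = activity change below a set negative limit, meaning inhibition stronger than a set level, cut at about -70% in these data; inconclusive = activity change between two set negative limits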; also: % is scaled to controls: 0 for no effect and ±100 for the full control effect
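Inhibition of cAMP made by TSHR-expressing cells under TSH stimulation (4nM final, EC80; 2 h, 37 deg C) is quantified with a one-step lysis HTRF kit, anti-cAMP cryptate versus cAMP-d2.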
Chronic BCR inh = qHTS Assay to Find Inhibitors of Chronic Active B-Cell Receptor Signaling; AID 493014, 2011; 340,000 compounds, 0.05% hits; Potency, µM (doses to about 46.1 µM), without a hit: top-dose ratio change, negative = lower green/red ratio, hits mostly inhibitors; ABC-DLBCL IkBa-CBG/CBR reporter, luminescence ratio, 4 h; active = well fitted inhibition curve with a large enough effect in the signal ratio, with a control signal flat, not every such curve was filed as active; inconclusive = small, poorly fitted or top-dose-only effect, or effect the other way, or a change in a side signal; the % refers to the signal ratio;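 also: potency is read from the fitted curve at half-maximal effect; plate controls were basal doxycycline-induced cells for no effect and cells given 10 µM MG132 for full effect; MG132 reads +100%, hits lower the ratio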
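Concentration-response series (up to 46 uM) were applied to TMD8 dual-reporter cells for 4 h at 37C with doxycycline. Green/red ratio, after filter-overlap correction, defined %Activity; red signal alone was normalised to basal cells and zero luminescence.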
Eya2 phos inh = qHTS Assay for Inhibitors of the Phosphatase Activity of Eya2 | Protein phosphatase EYA2 (Homo sapiens), O00167 | recombinant Eya2, OMFP fluorescence dephosphorylation (OMFP is methylfluorescein phosphate) | Potency, µM (doses to about 76.9 µM), for inactives: at the top dose activity, negative = inhibition, actives largely listed as inhibitors | 330,000 compounds, 0.006% hits | AID 488837, 2010; also: potency is read from the fitted curve at half-maximal effect; % is scaled to controls: 0 for no effect and ±100 for the full control effect
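Eya2 (0.2 uM) preincubated 10 min at ambient with compound, then OMFP substrate added at 50 uM; 10 min reaction in 50 mM HEPES pH 7.5, 50 mM NaCl, 5 uM MgCl2, 0.05% BSA, 1 mM DTT. Fluorescence read at Ex 485/Em 525 nm.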
The depositor's hits bear a star; ? = inconclusive; . = no result given; [ ] = another dose, or the depositor's remark. Unless noted, calls follow the shape of the dose curve; as a rule, active = well fitted curve in the direction sought with a large enough effect; inconclusive = small, poorly fitted or top-dose-only effect, or another doubt; inactive = no such curve, though single readings can be large; an effect the other way counts as inactive or inconclusive.

Every second line gives: USP2a inh	Chronic BCR inh	uPA surface inh	Mito fusion yeast	B2AR arrestin	Tb PFK block	Eya2 phos inh	PTAP TSG101 blk	TCR act	TSHR antagonist	ELG1 repair inh
- Cc1nnc(SCc2nc3scc(-c4ccccc4)c3c(=O)[nH]2)s1
    -3%	6%	-9%	4%	-0.2%	5%	9%	-6%	8%	-10	-12%
- O=C(CCNC(=O)c1ccc(Br)cc1)NCc1ccccn1
    0%	2%	1%	1%	0.3%	-1%	-13%	-5%	-1%	-14	16%
- CN(C)/C=C(\C#N)c1nc2ccccc2[nH]1
    4%	7%	-6%	-1%	-0.4%	-7%	2%	-6%	.	2	?
- S=P(c1ccc(N2CCOCC2)cc1N1CCOCC1)(N1CCOCC1)N1CCOCC1
    -2%	-1%	-1%	0%	0.0%	1%	-15%	-2%	4%	-1	-3%
- CC(C)N1CCC(N2CCN(Cc3cc4c(cc3Cl)OCO4)CC2CCO)CC1 (configuration not stated)
    1%	0%	0%	1%	-0.2%	1%	-2%	-3%	-3%	-7	5%
- CCn1c(C)nnc1SCC(=O)Nc1ccc(N2CCOCC2)cc1
    0%	3%	-18%	-1%	0.0%	-3%	7%	.	-6%	4	?
- CCOC(=O)c1c(-c2ccccc2)oc2ccc(OCC(O)CNCCN(C)C)cc12 (configuration not stated)
    0%	?	-1%	-48%[inhibitor]	0.4%	2%	-20%	-2%	1%	19	?
- CCn1c(=O)cc(OCC(=O)NCc2ccc(C)o2)c2ccccc21
    2%	?	.	-4%	-0.7%	2%	1%	-18%	-3%	0	?
- CCCc1cc(C(N)=O)c(NC(=O)c2ccoc2C)s1
    3%	?	.	?	-0.3%	4%	-20%	0%	.	-7	?
- CC(C)NC(=O)C1CCN(C2CCN(CC3CC=CCC3)CC2)CC1 (configuration not stated)
    2%	?	4%	-3%	-0.2%	11%	-4%	-5%	5%	-4	5%
- CCC1(NC(C)=O)CC2CC1CC2NC(C)=O (configuration not stated)
    0%	9%	.	-1%	0.1%	0%	3%	0%	1%	2	13%
- COc1ccccc1CC(=O)NC1CCCc2ccccc21 (configuration not stated)
    -7%	-2%	-6%	2%	-1.2%	-5%	-10%	-10%	-1%	-10	-4%
- Cc1cccc(CS(=O)(=O)c2ncc(Cl)c(C(=O)Nc3ccc(F)cc3)n2)c1
    -2%	?	?	-69%[inhibitor]	-0.1%	-7%	-1%	-2%	-7%	?	?
- CC(C)OC(=O)CCc1nc2ccccc2[nH]c1=O
    1%	?	0%	0%	-0.6%	2%	1%	-4%	4%	12	?
- COC(=O)c1cn(NC(=O)Cc2ccc(Cl)c(Cl)c2)c(=O)c2ccccc12
    0%	0%	-2%	1%	-0.3%	-2%	5%	2%	3%	-8	1%
- CN(Cc1cnccn1)Cc1nc(Cc2cccc(F)c2)no1
    -1%	-10%	0%	-4%	-0.4%	2%	-3%	-5%	6%	-2	10%
- Cc1sc(NC(=O)C2CCCCC2C(=O)O)c(C(N)=O)c1C (configuration not stated)
    1%	5%	.	1%	-0.2%	2%	-27%	-3%	1%	9	2%
- COc1ccc(CNc2nc(-c3ccccc3)nn2C(=O)c2ccc([N+](=O)[O-])cc2)cc1
    1%	-5%	-5%	4%	2.9%	13%	-2%	-1%	8%[46.1 µM]	-3	?
- COc1ccc(N2C(=O)C3CCCCC3C2=O)cc1NC(=O)c1ccccc1 (configuration not stated)
    -4%	22%	-1%	-1%	0.4%	1%	-6%	-8%	-2%	-16	14%
- Cn1c(N)c(C(=O)CSc2n[nH]c(-c3ccccc3)n2)c(=O)n(C)c1=O
    2%	?	-3%	-12%	-1.4%	-4%	5%	1%	6%	7	6%
- CCOC(=O)CN1C(=O)S/C(=C/c2ccc(N3CCCCC3)o2)C1=O
    12%	-4%	2%	0%	0.2%	-17%	-1%	?	-13%	10	14%
- Cc1ccc(OCC(=O)Nc2ccc(C)c(S(=O)(=O)N3CCCCC3)c2)c([N+](=O)[O-])n1
    -6%	?	-9%	3%	-1.2%	0%	-4%	-4%	0%[46.1 µM]	-6	-18%
- C=CCN(C(=O)Cc1cccs1)c1nc(-c2ccc(S(C)(=O)=O)cc2)cs1
    1%	1%	1%	12%	-0.3%	2%	-1%	2%	5%	-1	?
- COc1cc(CNC2CCCC2)cc(Cl)c1OCc1ccccc1Cl
    2%	?	.	-10%	0.2%	-12%	-17%	-3%	3%	18	17%
- COc1cc(OC)nc(-n2ncc(Br)c(Br)c2=O)n1
    -2%	?	?	?	?	-6%	-6%	-1%	4%[46.1 µM]	-25	4.6µM*
- Cc1sc(NC(=O)c2ccc(Cl)s2)c(C(N)=O)c1C
    5%	?	.	17%	-0.3%	9%	-15%	1%	.	2	?
- NS(=O)(=O)c1ccc(N/N=C2/CCCCC2C2CCCCC2)c([N+](=O)[O-])c1 (configuration not stated)
    -18%	?	-3%	-24%	-0.6%	5%	-13%	1%	16%[46.1 µM]	-19	?
- CC(C)(C)NC(=O)COc1ccc(CNn2nnnc2N)cc1
    -1%	5%	3%	0%	-0.8%	2%	-6%	-3%	6%	7	-1%
- CCN1CCN(CCCOc2ccccc2-c2ccccc2)CC1
    -16%	?	?	2%	0.2%	?	6%	-1%	2%	23	5%
- COCCn1c(SCC(=O)Nc2ccc(C(C)=O)cc2)nnc1-c1ccco1
    4%	-17%	3%	5%	0.3%	-1%	-13%	-3%	-18%	-5	-2%
- COc1ccc(-n2c(COc3ccc(Cl)cc3)nnc2SCc2ccc(C#N)cc2)cc1
    -1%	?	?	?	0.2%	9%	2%	-5%	.	6	?
- COc1ccc(C(CCN2CCOCC2)c2c(O)cc(OC)cc2OC)cc1 (configuration not stated)
    -7%	-10%	3%	-15%	-0.6%	0%	-10%	2%	-8%	-2	-1%
- Cc1ccc(/C=C/c2onc(C)c2S(=O)(=O)N2CCC(C(=O)N3CCN(C)CC3)CC2)cc1
    1%	-19%	-16%	-15%	-0.1%	-1%	2%	-13%	-9%	4	-16%
- Cc1ccc(OC/C(O)=C(\C#N)c2nc3ccccc3s2)cc1
    2%	?	-1%	7%	0.1%	-5%	14%	-7%	3%[46.1 µM]	-9	-2%
- O=C(NCC(c1ccco1)N1CCCCC1)C(c1ccccc1)c1ccccc1 (configuration not stated)
    -4%	9%	7%	0%	-0.3%	-8%	4%	-2%	15%	6	?
- O=C(CCCC(=O)n1cnc2ccccc21)n1cnc2ccccc21
    0%	0%	4%	-4%	-1.1%	2%	16%	-3%	-6%	9	-3%
- Cc1noc(C)c1C(=O)N1CCCC(Nc2ccc(C(C)C)cc2)C1 (configuration not stated)
    0%	0%	9%	6%	0.0%	-7%	-14%	-9%	2%	6	12%
- CCCCOc1cccc(C(=O)N(Cc2cccs2)C2CCS(=O)(=O)C2)c1 (configuration not stated)
    -2%	1%	-3%	2%	0.1%	1%	-1%	-9%	3%	-3	?
- CC(NC(=O)C(=O)N1CCOCC1)C(c1cccs1)N1CCN(c2ccc(F)cc2)CC1 (configuration not stated)
    3%	3%	-5%	1%	-0.7%	7%	-12%	-2%	4%	-39	1%
- COc1cccc(NC(=O)C2CCCC2)c1
    2%	-1%	3%	17%	-0.3%	5%	-25%	-2%	6%	-8	17%
- C/C=C/C(=O)OCc1csc(CC(=O)Nc2ccccc2C)n1
    4%	-2%	-4%	-1%	0.3%	-3%	3%	-8%	3%	11	?
